High-throughput results: PubChem, several laboratories
Arrestin-AP2 inh: blocks beta-arrestin peptide binding to AP2 adaptin; FITC-arrestin peptide / GST-AP2 beads, flow cytometry; AP2 beta2 appendage carries R879A mutation; inhibition, % at 10 µM; hit rate 0.31% among 340,000;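 active = inhibition above a set limit, near 3 SD of compounds lacking own fluorescence, cut at about 54% in these data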;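 also: plate controls were DMSO wells for no effect and 5 µM unlabelled arrestin peptide for full effect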
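Assay system: GST-AP2 R879A bound to glutathione beads, E. coli-expressed; Medium: PBS with 0.05% Tween 20 and 0.1% BSA; Also added: fluorescein-tagged arrestin peptide at 50 nM final; Timing: 12 min plus 1 h, RT; Measured by: flow cytometry, FL1 (488/535 nm); Evaluation: percent drop in bead-associated FITC signal.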
DAGLB inhibitor: diacylglycerol lipase beta (human) inhibition; HEK293T DAGLB membrane lysate, EnzChek fluorogenic substrate; AID 504411; hit rate 0.059% among 340,000; inhibition, % at 5.17 µM; Q8NCG7; in the data active = inhibition above about 34%;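 also: 0% = enzyme with vehicle and 100% = wells lacking enzyme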
Target sequence (Q8NCG7 whole entry, looked up): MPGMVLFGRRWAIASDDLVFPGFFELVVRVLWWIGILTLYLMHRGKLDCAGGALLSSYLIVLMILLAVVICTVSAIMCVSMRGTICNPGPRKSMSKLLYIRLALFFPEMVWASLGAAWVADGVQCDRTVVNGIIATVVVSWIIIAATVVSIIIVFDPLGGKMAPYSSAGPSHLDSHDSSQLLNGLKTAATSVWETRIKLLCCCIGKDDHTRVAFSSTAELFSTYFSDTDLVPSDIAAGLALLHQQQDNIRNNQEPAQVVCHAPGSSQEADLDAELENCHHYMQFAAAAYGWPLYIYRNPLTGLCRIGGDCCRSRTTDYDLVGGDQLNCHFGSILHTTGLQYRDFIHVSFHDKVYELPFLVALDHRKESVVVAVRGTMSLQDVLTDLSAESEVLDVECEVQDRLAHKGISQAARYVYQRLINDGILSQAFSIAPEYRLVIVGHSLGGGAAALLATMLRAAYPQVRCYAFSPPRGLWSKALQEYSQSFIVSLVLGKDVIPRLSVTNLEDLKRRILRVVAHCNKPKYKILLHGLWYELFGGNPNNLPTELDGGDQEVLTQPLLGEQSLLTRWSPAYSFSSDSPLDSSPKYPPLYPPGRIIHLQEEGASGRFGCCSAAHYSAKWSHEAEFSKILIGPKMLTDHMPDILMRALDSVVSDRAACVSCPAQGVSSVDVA
HTR5A inv ctr: HTR5A inverse agonism, opioid heterodimer counter-screen; P47898; HTR5A cell line, luminescence; inhibition, % at 9.3 µM; hit rate 0.083% among 340,000; AID 504634; in the data active = inhibition mostly above about 23%, no sharp cut-off; inactive = mostly below about 18%;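 also: 0% = cells with DMSO and 100% = no-cell wells with DMSO; some compounds called inactive have numbers as strong as hits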
Target sequence (P47898 whole entry, looked up): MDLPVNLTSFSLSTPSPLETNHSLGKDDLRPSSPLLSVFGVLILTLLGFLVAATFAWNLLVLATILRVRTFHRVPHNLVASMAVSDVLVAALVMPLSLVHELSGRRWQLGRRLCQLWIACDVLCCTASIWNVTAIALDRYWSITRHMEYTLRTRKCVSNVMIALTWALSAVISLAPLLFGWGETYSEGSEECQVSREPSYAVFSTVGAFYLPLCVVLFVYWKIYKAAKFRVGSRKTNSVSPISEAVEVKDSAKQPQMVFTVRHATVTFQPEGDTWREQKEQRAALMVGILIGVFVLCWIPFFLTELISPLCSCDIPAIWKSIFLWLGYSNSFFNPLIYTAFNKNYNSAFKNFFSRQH
Pemphigus Ab inh: human desmoglein-3 autoantibody binding inhibition; hit rate 0.48% among 310,000; binding (percent of control), % at 10 µM; P32926; DSG3-coupled beads, scFv-anti-DSG3-GFP binding, flow cytometry; hits give low values;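 active = binding more than 3 SD below its plate's average and above zero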;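 also: hits lower antibody fragment binding to DSG3; some compounds called inactive have numbers as strong as hits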
PKA-R2B activ: activators of human PKA-R2B complex; P22694+P31323; PKA-R2B holoenzyme dissociation, Cy5-IP20 fluorescence polarization; R2B truncated from residue 108, S112A mutant; 0% DMSO only, 100% 113 µM cGMP; activation, % at 11.4 µM; hit rate 0.079% among 340,000; AID 504700;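 active = activation above a cutoff set at the mean over all compounds plus 3 SD, cut at about 18% in these data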;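 also: higher means more holoenzyme dissociation and a rise in polarization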
OPRM1-OPRD1 inv: inverse agonist of human OPRM1-OPRD1 heterodimerization; P35372+P41143; cell-based MOR-DOR heterodimer luminescence, inverse agonism; inhibition, % at 9.3 µM; hit rate 0.21% among 340,000; AID 504357; in the data active = inhibition above about 22%, passing the limit was not always enough;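 also: 0% = cells with DMSO and 100% = wells without cells with DMSO; values of inactives mirror those of a sister screen read the other way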
PKA-R1A activ: activators of PKA-R1A complex. P00514+P68181. PKA-R1A dissociation, Cy5-IP20 fluorescence polarization; scaled: DMSO 0%, 113 µM cGMP 100%. activation, % at 11.4 µM. hit rate 0.083% among 340,000. AID 504707;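 active = percent activation above the mean of all tested compounds plus 3 SD, cut at about 19% in these data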;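 also: higher means more PKAc released from R1A so a rise in polarization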
V-ATPase pHluor: alters yeast V-ATPase proton transport; S. cerevisiae, pHLuorin cytosolic pH fluorescence; response, % at 10 µM; hit rate 0.37% among 350,000; AID 504577; in the data active = response mostly above about 7.3%, no sharp cut-off; inactive = mostly below about 5.4%; also: actives read high; inactives centre near 0; some compounds called inactive have numbers as strong as hits; reference of the scale not given here
OPRM1-OPRD1 ag: agonists of human mu-delta opioid receptor heterodimerization. hit rate 0.3% among 340,000. AID 504326. cells, OPRM1-OPRD1 heterodimerization, luminescence. activation, % at 9.3 µM; in the data active = activation above about 18%;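 also: 0% = vehicle-treated cells and 100% = reference agonist; values of inactives mirror those of a sister screen read the other way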
HTR5A ag: activates human HTR5A in OPRM1-OPRD1 agonist counter-screen. HTR5A agonist assay, luminescence, cell-based. hit rate 0.61% among 340,000. activation, % at 9.3 µM. AID 504692; in the data active = activation mostly above about 9.5%, no sharp cut-off; inactive = mostly below about 7.6%;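 also: 0% = cells with vehicle only and 100% = reference agonist; strong numbers were not always called active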
An asterisk follows results filed as active; i = inactive; . = no result given. Random draw from the library; overall some 2.4% were active at least once.

SMILES	Arrestin-AP2 inh	DAGLB inhibitor	HTR5A inv ctr	Pemphigus Ab inh	PKA-R2B activ	OPRM1-OPRD1 inv	PKA-R1A activ	V-ATPase pHluor	OPRM1-OPRD1 ag	HTR5A ag
Cc1nnc(N/N=C/c2cc(C)n(-c3ccc(F)cc3)c2C)n1N	8	4	-10	95	-1	-56	-8	1	9.1	1
CS(=O)(=O)c1ccc(Cl)c(NC(=O)CCl)c1	26	5	-3	95	9	7	0	0	-1.3	1
CNC(=O)c1ccc(C)c(NC(=O)C2=C(C)OCCS2)c1	-4	-2	-25	91	-8	7	-1	3	-1.4	7
CN1CCN(c2cc(N3CCN(C(=O)c4ccco4)CC3)c3c4c(onc24)-c2ccccc2C3=O)CC1	27	10	6	97	-6	-12	-3	-1	2.3	-1
CC(C)(C)c1ccc(OCC(=O)NNC(=O)C2CCCO2)cc1 (stereo unspecified)	3	2	-7	87	-9	-1	-1	-3	0.2	5
CCCCn1c(SCC(=O)Nc2cc(C)on2)nc2ccccc2c1=O	6	0	-43	97	-15	3	-2	1	-0.6	2
O=C(O)c1cccnc1Sc1ccccc1Cl	-4	1	7	112	-2	8	-13	1	-1.5	-2
COc1ccc(-c2csc(Nc3cccc(C)n3)n2)cc1C	6	1	-20	103	2	-28	-8	-4	5.9	5
O=C(Cn1cnc2cc([N+](=O)[O-])ccc2c1=O)Nc1ccccc1Cl	10	1	-35	104	12	-20	14	-2	3.6	12
CCCCN(CC(=O)NCc1ccc(Cl)cc1)S(=O)(=O)c1ccc2c(c1)OCCO2	-7	-11	9	104	-4	-5	3	2	1.0	-3
O=C(CSc1ccc(-c2cccnc2)nn1)Nc1ccc(F)c(F)c1	-4	3	20	97	0	2	-1	-2	-0.3	1
Cn1c(N=Nc2ccccc2)nc2ccccc21	19	7	-17	98	6	43*	-4	2	-9.6	7
O=C(Nc1nnc(S(=O)(=O)N2CCCCC2)s1)c1ccccc1Br	-10	6	-20	96	2	8	-9	1	-1.3	1
CCOC(=O)c1sc2nc(C)cc(C)c2c1NC(=O)c1ccco1	0	-4	-3	101	0	23	0	-1	-4.3	1
CCc1ccccc1NC(=O)CN(C)S(=O)(=O)c1ccc(-c2ccc(=O)[nH]n2)s1	-10	2	21	97	0	8	4	-1	-1.5	-4
CN1C(=O)/C(=C/c2ccc(OC(=O)c3ccco3)cc2)SC1=S	-5	0	-2	105	-13	11	10	1	-2.0	1
COc1ccc2c(c1)CCc1c(C(=O)N3CCOCC3)noc1-2	0	1	14	103	0	15	-1	-7	-2.8	-1
Cc1cccc(NC(=S)NC2CCCCCC2)c1C	-5	-3	15	103	1	-10	2	3	1.8	-4
Cc1[nH]c2ccccc2c1CN1CCc2ccccc2C1	-4	3	-16	90	3	-25	8	-5	4.5	-4
CCSc1nnc(NC(=O)C2C3CCC(C3)C2C(=O)O)s1 (stereo unspecified)	60*	1	-1	102	-7	4	-8	-3	-0.8	0
Cc1cccc(NC(=S)NCC(c2cccnc2)N(C)C)c1C (stereo unspecified)	2	2	10	101	-1	i	-4	1	416*	-4
Cc1ccc(CNS(=O)(=O)c2c(C(=O)N3CCCCC3)c(C)n(C)c2C)cc1	47	0	0	.	-7	3	2	-2	-0.6	0
COCCCn1c(SCc2cccc(OC)c2)nc2cc(OC)c(OC)cc2c1=N	0	0	0	104	-18	10	-4	1	-2.1	1
COc1ccc(OCc2n[nH]c(=S)n2Cc2ccco2)cc1	13	3	17	113	12	8	-7	6	-1.7	-7
COc1ccccc1N1CCN(Cc2cc(Br)c(O)c3ncccc23)CC1	4	5	-25	94	-3	-41	-8	0	7.0	8
CCOc1ccc(NC(=O)NC(C)c2ccc3c(c2)OCO3)cc1 (stereo unspecified)	-2	-1	-7	.	-8	7	2	3	-1.4	9
O=C(COC(=O)CCS(=O)(=O)c1ccc(Cl)cc1)Nc1ncc(Cl)cc1Cl	4	5	-31	108	-4	6	-4	0	-1.3	13
C[C@H]1CN([C@@H](C)CO)C(=O)c2cc(C#CC3(O)CCCC3)cnc2O[C@H]1CN(C)C(=O)C1CC1	.	0	.	.	-9	.	-3	-2	.	.
CCCS(=O)(=O)N1CCN=C1SCc1cccc(F)c1	-1	-3	7	.	5	20	-9	3	-3.8	-2
CCOC(=O)Cn1c(=O)cc(C)c2ccccc21	5	0	17	96	11	8	6	-6	-1.7	-6

In the list so far, 5 contain a Cl atom:
SMILES	Arrestin-AP2 inh	DAGLB inhibitor	HTR5A inv ctr	Pemphigus Ab inh	PKA-R2B activ	OPRM1-OPRD1 inv	PKA-R1A activ	V-ATPase pHluor	OPRM1-OPRD1 ag	HTR5A ag
CS(=O)(=O)c1ccc(Cl)c(NC(=O)CCl)c1	26	5	-3	95	9	7	0	0	-1.3	1
O=C(O)c1cccnc1Sc1ccccc1Cl	-4	1	7	112	-2	8	-13	1	-1.5	-2
O=C(Cn1cnc2cc([N+](=O)[O-])ccc2c1=O)Nc1ccccc1Cl	10	1	-35	104	12	-20	14	-2	3.6	12
CCCCN(CC(=O)NCc1ccc(Cl)cc1)S(=O)(=O)c1ccc2c(c1)OCCO2	-7	-11	9	104	-4	-5	3	2	1.0	-3
O=C(COC(=O)CCS(=O)(=O)c1ccc(Cl)cc1)Nc1ncc(Cl)cc1Cl	4	5	-31	108	-4	6	-4	0	-1.3	13

New compounds follow
SMILES	Arrestin-AP2 inh	DAGLB inhibitor	HTR5A inv ctr	Pemphigus Ab inh	PKA-R2B activ	OPRM1-OPRD1 inv	PKA-R1A activ	V-ATPase pHluor	OPRM1-OPRD1 ag	HTR5A ag
CN1CCN(CC(=O)N2CCn3c4c(c5cc(C6CCCCC6)ccc53)CCCC42)CC1 (stereo unspecified)	-3	6	-18	109	1	-32	-11	-1	5.8	7
c1ccc2c(-c3nnc4n3CCCCC4)c[nH]c2c1	13	6	-14	96	1	-4	-5	-1	0.7	6
Cc1cc(Br)ccc1OCCCCN1CCCCC1	5	0	7	89	11	-2	1	-2	0.3	-3
COc1ccc(-n2c(COc3ccc(Cl)cc3Cl)n[nH]c2=S)cc1	.	2	.	106	-2	.	2	6	.	.
Cc1cccc(NC(=S)N2CCN(C(=O)c3ccco3)CC2)c1C	4	2	0	97	8	3	12	-2	-0.6	0
O=C(C[C@@H]1C/C=C\C[C@@H](NC(=O)OCC2c3ccccc3-c3ccccc32)C(=O)OCCNC1=O)N[C@@H](CO)Cc1ccccc1	-4	2	0	99	4	8	-8	5	-1.7	0
CC(OC(=O)c1ccccn1)C(=O)Nc1ccc(C(F)(F)F)cc1 (stereo unspecified)	-7	0	-6	.	1	9	-7	-4	-2.2	2
c1cnn(-c2cncc(-n3cccn3)n2)c1	-36	-2	0	98	3	5	-8	-2	-1.0	0
Cc1cc(C)c(C(=O)CSc2nnc(C)c(=O)[nH]2)cc1C	22	5	14	102	-1	5	-2	0	-0.9	-2
O=C(CO/N=C1\CCCc2nonc21)Nc1ccc(Br)cc1	2	-3	-2	95	-6	-4	-10	1	0.7	6
Cc1cccc(C)c1NC(=O)N1CC(C)OC(C)C1 (stereo unspecified)	-3	-2	-1	119	2	8	-11	0	-1.6	0
Cc1nc2nc(SCC(=O)NCc3ccco3)nn2c(C)c1Cc1c(F)cccc1Cl	8	0	7	105	-2	5	7	3	-0.9	-1
COc1ccccc1Oc1ccc(N/C=C/C(=O)C(C)(C)C)cc1	-1	0	-14	110	-16	2	-9	2	-0.2	5
CC1CCCN(C(=O)CCS(=O)(=O)c2ccc3c(c2)NC(=O)C(C)S3)C1 (stereo unspecified)	-3	-2	-6	102	-3	11	-4	4	-2.0	1
C=CCn1c2ccccc2c2nn(C)c(=S)nc21	2	-3	-6	98	4	4	2	1	-0.7	2

Records above that bear a hit mark in OPRM1-OPRD1 inv:
Molecule,Arrestin-AP2 inh,DAGLB inhibitor,Pemphigus Ab inh,PKA-R2B activ,OPRM1-OPRD1 inv,PKA-R1A activ,V-ATPase pHluor,OPRM1-OPRD1 ag
Cn1c(N=Nc2ccccc2)nc2ccccc21,19,7,98,6,43*,-4,2,-9.6

The main list resumes; the 3 compounds before the break are reprinted first.
SMILES	Arrestin-AP2 inh	DAGLB inhibitor	HTR5A inv ctr	Pemphigus Ab inh	PKA-R2B activ	OPRM1-OPRD1 inv	PKA-R1A activ	V-ATPase pHluor	OPRM1-OPRD1 ag	HTR5A ag
COc1ccccc1Oc1ccc(N/C=C/C(=O)C(C)(C)C)cc1	-1	0	-14	110	-16	2	-9	2	-0.2	5
CC1CCCN(C(=O)CCS(=O)(=O)c2ccc3c(c2)NC(=O)C(C)S3)C1 (stereo unspecified)	-3	-2	-6	102	-3	11	-4	4	-2.0	1
C=CCn1c2ccccc2c2nn(C)c(=S)nc21	2	-3	-6	98	4	4	2	1	-0.7	2
Cc1cccc(-c2cc(N)n(-c3ccccc3)n2)c1	-20	-3	22	.	-2	-5	5	6	1.0	0
CCOc1ccc(-n2c(C)cc(/C=N/N(C)C)c2C)cc1	27	2	-11	107	8	8	-3	5	-1.4	9
COc1ccc(S(=O)(=O)Nc2ccc3c(c2)C(=O)N([C@@H](C)CO)C[C@H](C)[C@H](CN(C)CC2CC2)O3)cc1	-5	2	-3	97	-14	12	1	1	-2.2	-2
COc1ccccc1NC(=S)NC(=O)c1ccc(-c2ccc(Cl)cc2)o1	-46	-7	9	99	-4	16	-7	3	-2.9	-3
Cc1ccc(Cn2nnc3c(=O)n(CC(=O)c4ccccc4)cnc32)cc1	2	0	7	107	10	5	-9	2	-0.8	0
CCN1CCN(C(=O)Nc2ccc(OC)cc2OC)CC1	-6	-2	14	106	-8	7	-8	0	-0.9	4
COc1ccc(-c2noc(CCC(=O)N3CCN(c4cccc(OC)c4)CC3)n2)cc1	1	0	-4	88	3	8	-5	0	-1.6	1
COc1ccc(-c2oc3ccc(-c4cc(OC)c(OC)c(OC)c4)cc3c2C(=O)c2ccc(OC)nc2)cc1	1	0	7	98	-1	17	-5	4	-3.8	5
COc1ccc(CNC(=O)c2ccc(Cl)c(NC3=NC4CS(=O)(=O)CC4S3)c2)cc1 (stereo unspecified)	-10	-1	-5	68*	11	8	-6	-1	-1.5	5
O=C(Nc1cccc2ccccc12)C1CCN(C(=O)NCc2ccccc2)CC1	-9	0	-3	104	-3	1	12	-2	-0.2	0
Cc1cccnc1NC(=O)C12CCC(C)(C(=O)O1)C2(C)C (stereo unspecified)	2	-4	7	104	-2	-3	-2	5	0.6	6
CCn1c(C)nc([N+](=O)[O-])c1Sc1ccc(F)cc1	12	-1	-6	96	-7	-1	-1	3	0.1	2
